Source: PubChem BioAssay
dFosB activator – enhances mouse delta FosB homodimer DNA binding; P13346; purified delta FosB, TAMRA-CDK5 oligo fluorescence polarization; percent of positive-control signal above neutral wells; activation, % at 25 µM; actives 0.99% (n = 340,000);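 active = mean activation above about 17%, with every replicate also reaching it, limit read from the data, passing the limit was not always enough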;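 also: fluorescence polarization rise as delta FosB binds a TAMRA Cdk5 AP-1 oligo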
SR-BI DiI-HDL act – SR-BI HDL lipid transfer activation; activation, % at 12.5 µM; AID 504775; actives 0.096% (n = 320,000); CHO ldlA[mSR-BI] cells, DiI-HDL uptake fluorescence, 3 h; 100 = double the neutral-control signal;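 active = mean replicate activation of at least 60% and every replicate at or above 60%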;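 also: 0% = median plate neutral-control signal and 100% = twice that signal; values of inactives mirror those of a sister screen read the other way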
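Material – SR-BI-overexpressing, LDLR-lacking CHO cells · Medium – BSA-supplemented, HEPES-buffered Ham's F12, pH 7.4 · Doses – single concentration · Times – compound with DiI-HDL co-incubation, 3 h at 37 °C · Measured by – bottom-read fluorescence, 550/595 nm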
PvdQ inh – P. aeruginosa PvdQ acylase inhibition; inhibition, % at 10 µM; actives 0.063% (n = 340,000); purified PvdQ acylase, fluorescence plate reader; in the data active = inhibition above about 30%, passing the limit was not always enough;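 also: 0% = vehicle neutral wells and 100% = reference inhibitor wells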
PfHsp90 yeast 2 – reduces growth (ATP signal) of yeast expressing P. falciparum Hsp90. S. cerevisiae expressing PfHsp90, BacTiter-Glo ATP, 48 h; yeast lacking PDR1 and PDR3 efflux regulators. inhibition, % at 9.4 µM. actives 0.32% (n = 310,000);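 active = every replicate shows inhibition above about 80%, whatever the replicate mean, limit read from the data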;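 also: 0% = DMSO neutral controls and 100% = 20 µM radicicol positive controls; yeast relying on Plasmodium falciparum Hsp90 in place of its own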
MITF TRPM1 HTS – activators of MITF-driven TRPM1 promoter activity in SK-MEL-5 cells | SK-MEL-5 TRPM1-promoter luciferase, 24 h; % of positive control, neutral wells = 0 | activation, % at 12.5 µM | actives 0.75% (n = 300,000) | AID 588334;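 active = mean activation of at least 80% with every replicate also reaching 80%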;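 also: 0% = neutral control wells and 100% = parthenolide positive control wells; values of inactives mirror those of a sister screen read the other way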
CAL PDZ FP-1 – human CAL PDZ-peptide interaction inhibition; AID 504414; Q9HD26; inhibition, % at 20 µM; actives 0.02% (n = 330,000); purified CAL PDZ, TMR-peptide fluorescence polarization, 1 h;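 active = highest replicate inhibition of at least 40%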;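 also: plate controls were DMSO neutral control wells for no effect and unlabeled competitor peptide control wells for full effect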
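Test system: purified CerCALP PDZ construct; Compound dosing: one concentration, 20 µM compound; Also added: TMR-labelled reporter peptide T*-PRC34 bound in PDZ groove; Read-out: inhibition from polarization loss; Controls: unlabelled peptide and DMSO controls; Signal: FP readout, S and P plane fluorescence; Incubation: 1 h at RT.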
CAL PDZ FP-2 – blocks peptide binding to the human CAL PDZ domain | purified CAL PDZ, TMR-peptide fluorescence polarization, 1 h | inhibition, % at 24.9 µM | actives 0.92% (n = 300,000) | AID 602252;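 active = mean inhibition of at least 30% with at least half of replicates also reaching 30%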;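 also: 0% = DMSO neutral control and 100% = excess unlabeled competitor peptide PRC23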
NSD2 HMT inh – NSD2 (human) methyltransferase inhibition; NSD2 peptide methylation, AlphaScreen, 120 min; O96028; actives 0.54% (n = 310,000); inhibition, % at 12.5 µM; in the data active = inhibition above about 50%
SR-BI HDL uptake – mouse SR-BI HDL lipid transfer inhibition. Q61009. ldlA[mSR-BI] CHO cells, DiI-HDL uptake fluorescence, 3 h. inhibition, % at 12.5 µM. actives 0.96% (n = 320,000). AID 488896;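 active = mean replicate inhibition of at least 70% and a set share of replicates each scoring 70 or more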;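 also: 0% = median of neutral control wells and 100% = median of positive control wells; values of inactives mirror those of a sister screen read the other way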
Target sequence (Q61009 whole entry, looked up): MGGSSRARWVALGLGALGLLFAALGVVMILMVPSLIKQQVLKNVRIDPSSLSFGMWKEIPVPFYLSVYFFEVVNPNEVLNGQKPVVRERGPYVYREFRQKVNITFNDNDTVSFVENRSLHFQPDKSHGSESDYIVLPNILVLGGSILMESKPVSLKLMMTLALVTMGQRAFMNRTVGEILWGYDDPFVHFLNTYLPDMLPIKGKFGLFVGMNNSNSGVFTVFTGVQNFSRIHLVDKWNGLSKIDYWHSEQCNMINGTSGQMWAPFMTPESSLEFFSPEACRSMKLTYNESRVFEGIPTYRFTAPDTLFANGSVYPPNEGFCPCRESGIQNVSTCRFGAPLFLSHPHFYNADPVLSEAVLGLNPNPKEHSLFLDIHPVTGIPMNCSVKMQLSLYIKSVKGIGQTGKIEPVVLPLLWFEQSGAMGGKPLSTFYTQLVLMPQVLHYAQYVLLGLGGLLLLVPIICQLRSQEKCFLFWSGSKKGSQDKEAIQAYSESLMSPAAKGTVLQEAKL
Rtt109 Vps75 – blocks Candida albicans Rtt109/Vps75 acetyltransferase activity; inhibition, % at 34.9 µM; purified Rtt109/Vps75, ThioGlo CoA-SH fluorescence, 4 h; actives 0.16% (n = 330,000); Q5AAJ8; AID 540336;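 active = inhibition of at least 50% in every replicate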
Target sequence (Q5AAJ8 whole entry, looked up): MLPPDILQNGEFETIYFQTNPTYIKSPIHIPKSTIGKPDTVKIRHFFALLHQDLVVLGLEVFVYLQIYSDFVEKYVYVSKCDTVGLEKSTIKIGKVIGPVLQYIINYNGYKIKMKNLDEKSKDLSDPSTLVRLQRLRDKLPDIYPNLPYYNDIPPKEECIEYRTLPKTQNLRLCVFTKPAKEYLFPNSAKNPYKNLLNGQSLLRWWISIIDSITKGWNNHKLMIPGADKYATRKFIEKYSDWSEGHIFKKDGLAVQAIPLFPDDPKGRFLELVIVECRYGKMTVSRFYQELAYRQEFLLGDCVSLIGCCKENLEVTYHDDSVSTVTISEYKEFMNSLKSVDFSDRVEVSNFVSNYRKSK
Numbers without * were called inactive; . = no result given.

SMILES	dFosB activator	SR-BI DiI-HDL act	PvdQ inh	PfHsp90 yeast 2	MITF TRPM1 HTS	CAL PDZ FP-1	CAL PDZ FP-2	NSD2 HMT inh	SR-BI HDL uptake	Rtt109 Vps75
CC(O)[C@H]1CC[C@H]2[C@@H]3CC[C@H]4C[C@@H](O)CC[C@]4(C)[C@H]3C(=O)C[C@]12C (stereo partly specified)	6	7	-8	.	-3	-1.0	0	.	-7	-14
COc1cc(NC(=S)N2CCN(S(C)(=O)=O)CC2)cc(OC)c1	0	6	-15	-20	0	-1.4	-1	0	-6	5
COc1ccccc1CC(=O)Nc1ccc([N+](=O)[O-])cc1O	24*	-26	-6	19	8	-0.1	-3	3	26	-8
COc1ccc(CCNC(=O)c2cc(=O)c3cc(C)ccc3o2)cc1OC	5	-39	-8	1	3	.	-6	3	39	-11
CN(C)S(=O)(=O)c1cccc(NC(=O)CCCC2CCCCC2)c1	-8	0	-19	19	7	-1.0	.	0	0	-3
COc1ccc(NC(=S)NCCCN2CCCC2)cc1	-2	11	-20	-8	6	0.5	.	2	-11	-2
CC(C)c1ccc(N(CC(=O)NC2CCCC2)C(=O)CCC(=O)Nc2nccs2)cc1	13	10	-13	-30	11	-1.5	-3	4	-10	8
CS(=O)c1nc(-c2ccc(Br)cc2)cc(-c2ccccc2)c1C#N (stereo unspecified)	-7	-42	7	0	-80	-1.4	-4	-1	42	.
CC(=O)c1cnc(SCCN2C(=O)c3ccccc3C2=O)nc1C	1	-26	4	14	.	-2.2	0	-2	26	-8
Cc1ccccc1Oc1ccc2c(c1)[C@@H]1C[C@H](N(C)C(=O)c3ccc(C#N)cc3)[C@H]([C@H](C)O)C(=O)N1CC2	-12	15	-19	4	7	-0.9	-9	.	-15	-17
Cc1noc(C(=O)Nc2ccc(F)cc2F)c1Cl	2	27	-17	11	16	0.2	1	0	-27	1
O=C1C=C(N(CCO)Cc2ccccc2)c2ccccc2C1=O	-13	-15	2	8	-106	0.4	-3	76*	15	1
O=C(Nc1cccc(F)c1)c1cccnc1N1CCOCC1	-3	-8	-10	-30	.	0.0	1	0	8	-6
Cc1cc(CNC(=O)Cc2c(F)cccc2Cl)nn1C	7	-22	-8	-36	11	0.2	-6	9	22	-8
COc1cccc(CNC(=O)C2CCC(=O)N(CC3CCCCC3)C2)c1OC (stereo unspecified)	-1	-7	-12	15	-3	0.8	-2	-1	7	1
Fc1ccc(N2CCN(C3CCC(c4ccccc4)CC3)CC2)cc1 (stereo unspecified)	1	-10	-16	-26	.	-0.3	-3	-9	10	-4
COc1cc2c(cc1OC)[C@@H]1Cc3cc4c(cc3[C@H](C2)N1C)OCO4	-8	14	-8	-21	-3	-0.7	-4	.	-14	5
Cc1nc2nc(SCC(=O)NCCCN3CCOCC3)nn2c(C)c1Cc1ccccc1	-2	.	-5	14	17	0.7	2	-1	.	-10
O=C(Nc1ccccc1N1CCCC1)c1ccco1	-1	4	-1	-19	.	-1.8	0	1	-4	1
c1c2c(cc3sc(N4CCCCC4)nc13)OCO2	-4	34	-2	30	-4	0.2	-5	.	-34	-1
Cc1c(C(=O)N2CCN(c3ncccn3)CC2)oc2ccc(F)cc12	0	12	-8	-15	1	-0.8	1	-1	-12	0
CC1(C)COC(c2ccc(F)c([N+](=O)[O-])c2)=N1	1	-2	1	0	-32	-0.9	-1	16	2	-2
CC(=O)c1cccc(NC(=O)CN(c2ccc(F)cc2)S(C)(=O)=O)c1	8	11	-10	17	3	1.8	6	-2	-11	-5
CC1CC(C)CN(S(=O)(=O)c2cccc(C(=O)OCCN3CCCC3=O)c2)C1 (stereo unspecified)	0	4	-15	-1	-10	-0.2	-4	3	-4	-12
Cc1ccc(/C=N/NC(=O)c2ccc(N(C)S(=O)(=O)c3ccccc3)cc2)cc1	-2	-69	7	-15	-3	-4.2	-4	-5	69	10
CCN(CC)CCCN(CC(=O)N(C)Cc1ccccc1)C(=O)c1ccc([N+](=O)[O-])cc1	-3	11	-6	3	.	-0.4	-1	7	-11	2
Cc1ccc(/C=c2\sc3n(c2=O)CN(c2ccc(Br)cc2)CN=3)o1	-3	4	-13	4	3	-1.6	-3	.	-4	23
CCC12CN(C(=O)c3ccc(C)cc3)CC(CC)(CN(C(=O)c3ccc(C)cc3)C1)C2=O	-16	24	-7	-13	-11	-0.2	-5	-2	-24	2
N#Cc1ccc(-c2cccnc2)nc1SCC(=O)Nc1sc2c(c1C#N)CCC2	10	-76	-6	13	1	1.1	.	12	76*	-5
CCC1CCCCN1C(=O)c1c[nH]c2ccc(S(=O)(=O)N(C)c3ccc(Cl)cc3)cc2c1=O (stereo unspecified)	-6	-10	-11	29	0	-1.5	-1	7	10	.
CC(C)(C)OC(=O)NCCc1nnc(SCc2ccccc2Cl)o1	-5	-7	16	-1	0	-1.5	.	-5	7	6
c1ccc2c(c1)Cc1ccccc1O2	4	2	1	-12	5	0.2	-3	.	-2	1
COc1ccc(C(=O)c2sc(Nc3ccccc3)nc2N)cc1	-1	-46	-15	6	.	1.3	0	-2	46	3
O=C(NCc1ccc2c(c1)OCO2)c1c(Cl)cccc1Cl	-13	2	-7	18	-4	-0.8	-2	2	-2	-7
CCN(CC(=O)NCCc1ccccc1)S(=O)(=O)c1ccc(C)cc1	-4	-2	-2	2	3	-2.4	-4	-3	2	-6
COc1ccc(NC(=O)c2cccc3c2C(=O)N(C2CCCCC2)C3)cc1	-8	-38	-16	-25	26	-1.3	-5	-3	38	-1

Record cards (already shown). Order of screens: dFosB activator, SR-BI DiI-HDL act, PvdQ inh, PfHsp90 yeast 2, MITF TRPM1 HTS, CAL PDZ FP-1, CAL PDZ FP-2, NSD2 HMT inh, SR-BI HDL uptake, Rtt109 Vps75
c1ccc2c(c1)Cc1ccccc1O2 as listed: 4, 2, 1, -12, 5, 0.2, -3, ., -2, 1
CC(C)(C)OC(=O)NCCc1nnc(SCc2ccccc2Cl)o1 as listed: -5, -7, 16, -1, 0, -1.5, ., -5, 7, 6

Next part.
SMILES	dFosB activator	SR-BI DiI-HDL act	PvdQ inh	PfHsp90 yeast 2	MITF TRPM1 HTS	CAL PDZ FP-1	CAL PDZ FP-2	NSD2 HMT inh	SR-BI HDL uptake	Rtt109 Vps75
Cc1cc(C)cc(OCC(=O)N/N=C/c2ccco2)c1	0	19	-6	-1	9	-2.7	-2	-1	-19	15
CC(=O)N1N=C(c2ccncc2)OC12CCCC2	-4	12	-4	12	-1	0.2	-1	-2	-12	-1
COc1cc(C(=O)NCCNC(=O)C2CCCNC2=O)cc(OC)c1OC (stereo unspecified)	-2	9	7	24	2	0.0	40*	-2	-9	13
CC(Nc1nc(N2CCCC2)nc2ccccc12)c1ccccc1 (stereo unspecified)	-9	-15	-7	8	-2	-1.2	0	-7	15	4
COc1ccccc1OCC(=O)Nc1cccc(N(C)S(C)(=O)=O)c1	-2	-30	-3	5	2	-2.0	.	-2	30	4
COc1ccccc1N1CCN(C(=O)c2cc3c(-c4ccc(Cl)cc4)nn(C)c3s2)CC1	-3	-58	11	-7	-24	-2.1	5	.	58	24
CCCCCOc1ccc(Cl)cc1CN1CCOCC1	3	-1	-14	9	37	-0.7	-2	-4	1	-15
CN(Cc1ccc(F)cc1)C(=O)c1cc(COc2ccc(F)cc2F)on1	5	-2	-2	.	-10	-0.3	4	-3	2	-3
COc1ccc(CCC(=O)NCC(=O)OCc2ccccc2)cc1	-2	44	2	4	5	-1.0	-4	-3	-44	-3
O=C(CC(=O)N/N=C/c1ccc(O)cc1)N/N=C/c1ccc(O)cc1	-8	.	-13	-10	0	-1.4	-2	1	.	3
CC1(c2nnc(-c3ccncc3)o2)CC(c2cccnc2)=NO1 (stereo unspecified)	4	25	-8	1	-1	0.1	-3	.	-25	-1
CC1=CC(C)(C)N=C(Nc2nc(C)c3cc(C)cc(C)c3n2)N1	-7	-22	-21	19	10	-4.4	.	13	22	27

Only PvdQ inh (3 entries from above):
canonical_smiles | PvdQ inh
COc1ccc(CCC(=O)NCC(=O)OCc2ccccc2)cc1 | 2
O=C(CC(=O)N/N=C/c1ccc(O)cc1)N/N=C/c1ccc(O)cc1 | -13
CC1(c2nnc(-c3ccncc3)o2)CC(c2cccnc2)=NO1 (stereo unspecified) | -8

Later entries
SMILES	dFosB activator	SR-BI DiI-HDL act	PvdQ inh	PfHsp90 yeast 2	MITF TRPM1 HTS	CAL PDZ FP-1	CAL PDZ FP-2	NSD2 HMT inh	SR-BI HDL uptake	Rtt109 Vps75
c1ccc2c(c1)[nH]c1c(N3CCN(C4CCCCC4)CC3)ncnc12	9	12	-18	1	-8	-0.2	-5	4	-12	-7
O=C(CSc1ccc(-c2cccc([N+](=O)[O-])c2)nn1)N1CCCC1	-8	2	-15	-18	6	.	65*	-1	-2	-2
COC(=O)c1ccccc1NC(=O)CN(c1ccccc1)S(=O)(=O)N(C)C	-1	-17	-7	-5	4	-1.0	-2	.	17	1
O=C(Cc1ccccc1)Nc1ccc(NC(=O)Cc2ccccc2)c(Cl)c1	-2	4	2	5	3	0.6	.	-5	-4	11
Cc1cccc(OCC(=O)NCc2cc(C)nc3ccccc23)c1	3	.	-7	.	-15	0.1	0	-1	.	2
O=c1c2ccccc2nc(-c2ccco2)n1-c1nc2ccccc2s1	-6	-21	2	10	-9	-1.1	-3	0	21	9
c1ccc(-c2csc(N3CCN(c4ccccn4)CC3)n2)cc1	-13	1	-2	-6	59	-1.6	-4	0	-1	4
CC(=O)Nc1cc(OC(=O)c2ccco2)cc(OC(=O)c2ccco2)c1	-9	33	-10	2	-7	-6.1	-4	-1	-33	2
COc1ccc(C(NC(=O)C(C)C)c2c(O)ccc3ccccc23)cc1OC (stereo unspecified)	-4	20	-4	-70	13	-0.5	-1	-3	-20	1
CC(C)[C@H](NC(=O)c1nn(Cc2ccccc2)c(=O)c2ccccc12)C(=O)O	5	.	-8	35	-5	-1.9	.	-3	.	-5
CCOC(=O)c1c(N=CN(C)C)c2cc([N+](=O)[O-])cnc2n1C	-1	8	-9	-16	-9	-1.0	5	2	-8	-5
CC(C)(O)CC[C@@H](O)[C@](C)(O)[C@H]1CC[C@@]2(O)C3=CC(=O)[C@@H]4C[C@@H](O)[C@@H](O)C[C@]4(C)C3CC[C@]12C (stereo partly specified)	1	1	-8	7	1	0.0	3	.	-1	1
COc1ccc(CNCC(=O)Nc2cc(OC)cc(OC)c2)cc1	-1	-15	6	18	-5	0.2	-2	-1	15	.
COc1ccc(CSc2n[nH]c(C)n2)cc1Br	-9	-6	22	12	30	-3.3	1	-2	6	8
COC(=O)c1sc2ccccc2c1-n1cccc1C(=O)C(=O)Nc1ccc(OC)cc1	-6	-15	-8	-36	-12	-0.6	.	1	15	2
COc1cc(/C=C(\C#N)C(=O)Nc2ccc(SC(F)F)cc2)cc(OC)c1OC	-4	-86	-9	-68	.	0.0	10	-1	86*	7
COc1ccc(CC(=O)Nc2cc(S(=O)(=O)N3CCCCC3)ccc2C)cc1OC	-16	-25	-6	-20	-21	-0.8	-3	-1	25	1

Hits appear at their usual frequency. Share with any hit: about 4.3%.
